PAFAH2 inh – PAFAH2 (human) inhibition | recombinant PAFAH2, FP-rhodamine activity probe, fluorescence polarization | inhibition, % at 3.39 µM | 0.99% of 340,000 active | AID 492956;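 active = inhibition above the mean over all tested compounds plus 3 SD, cut at about 30% in these data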;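 note: inhibitors block probe labeling of enzyme so polarization drops; 0% = enzyme with DMSO and 100% = wells lacking PAFAH2 protein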
AHR activator – activates the human aryl hydrocarbon receptor. AHR-responsive luciferase reporter cells, luminescence. activation, % at 5 µM. 2.5% of 320,000 active; in the data active = activation above about 47%;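 note: 0% = vehicle wells and 100% = reference agonist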
PP5 inh – inhibitors of human protein phosphatase 5 (PP5). inhibition, % at 6.7 µM. AID 1987. purified PP5c, OMFP substrate fluorescence. 0.18% of 320,000 active. P53041;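 active = inhibition above the campaign's mean inhibition across all tested compounds plus 3 SD, cut at about 9.5% in these data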;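 note: 0% = DMSO only and 100% = 100 µM cantharidin control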
procasp7 counter – counter-screen for procaspase-3 activators: activators of human procaspase-7; P55210; recombinant procaspase-7, Ac-DEVD-pNA absorbance 405 nm; D23A/D198A/D206A triple mutant, cannot self-cleave; scale: DMSO 0, 5 µM enzyme 100; activation, % at 8.5 µM; AID 463210; 0.093% of 330,000 active;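 active = percent activation above the screen-wide mean plus 3 SD, cut at about 25% in these data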
Target sequence (P55210 whole entry D23A/D198A/D206A): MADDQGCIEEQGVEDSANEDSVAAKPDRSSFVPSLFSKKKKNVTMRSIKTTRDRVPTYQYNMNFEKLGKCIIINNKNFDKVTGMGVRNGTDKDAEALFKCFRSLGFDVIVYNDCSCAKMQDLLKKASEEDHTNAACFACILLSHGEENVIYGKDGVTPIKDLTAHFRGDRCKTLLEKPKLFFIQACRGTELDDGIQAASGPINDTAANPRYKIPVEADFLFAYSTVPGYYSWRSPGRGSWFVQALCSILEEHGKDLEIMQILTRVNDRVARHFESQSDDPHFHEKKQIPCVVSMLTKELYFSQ
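Assay system – Uncleavable procaspase-7 mutant enzyme · Quantity – 2 µM procaspase-7 mutant as dispensed · Times – 1 h preincubation, 2 h reaction · Dosing – single nominal 8.5 µM compound dose, 0.8% DMSO final · Buffer or medium – Zinc-free 50 mM HEPES buffer, pH 7.4, with NaCl and Triton X-100 · Detection – Epi-absorbance of released pNA at 405 nm, two timepoints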
TPT1 inh – inhibitors of Candida albicans tRNA 2'-phosphotransferase TPT1. recombinant caTPT1, FP RNA substrate dephosphorylation. inhibition, % at 5 µM. 0.81% of 300,000 active. AID 1962;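 active = inhibition above the mean of all tested compounds plus 3 SD, set per screening campaign, cut at about 24% in these data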;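 note: plate controls were DMSO alone for no effect and ferristatin control at 100 nM for full effect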
CTSL1 counter – cathepsin L1 inhibition, PFM18AAP counter-screen; recombinant F. hepatica cathepsin L1, Z-Leu-Arg-MCA fluorescence; inhibition, % at 5.96 µM; 0.49% of 300,000 active; AID 1906;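 active = inhibition above the mean of all tested compounds plus 3 SD, set per screening campaign, cut at about 17% in these data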;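 note: 0% = plate median of test compound wells and 100% = 1 µM Z-Phe-Ala-diazomethylketone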
procasp3 activ – activators of human procaspase-3. P42574. recombinant procaspase-3 D3A, Ac-DEVD-pNA absorbance 405 nm. activation, % at 8.5 µM. 0.11% of 330,000 active;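 active = activation above the mean of all tested compounds plus 3 SD, cut at about 21% in these data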;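 note: 0% = DMSO alone and 100% = DMSO wells spiked with extra 5 µM PC-3 D3A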
Target sequence (P42574 whole entry D9A/D28A/D175A): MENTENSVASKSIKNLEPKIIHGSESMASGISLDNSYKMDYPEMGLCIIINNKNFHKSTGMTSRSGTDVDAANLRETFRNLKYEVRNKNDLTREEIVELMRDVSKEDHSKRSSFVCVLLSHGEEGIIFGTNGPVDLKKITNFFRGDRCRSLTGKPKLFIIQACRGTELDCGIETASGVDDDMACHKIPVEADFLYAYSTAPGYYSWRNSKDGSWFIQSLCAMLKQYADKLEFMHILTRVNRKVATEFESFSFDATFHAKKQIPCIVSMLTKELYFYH
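Assay system – Procaspase-3 D3A mutant, all three cleavage aspartates alanine · Controls – DMSO-only low control, 5 µM PC-3 D3A high control · Schedule – 1 h compound preincubation, 2 h substrate hydrolysis at 25 °C · Signal – 405 nm absorbance of p-nitroaniline, reads at 0 and 120 min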
PP1 counter – PP1-alpha (human) inhibition in PP5 counter-screen | purified PP1alpha, OMFP fluorescence | inhibition, % at 6.7 µM | 0.9% of 320,000 active | AID 2235;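 active = inhibition above the mean inhibition of all tested compounds plus 3 SD, computed separately for each screening campaign, cut at about 15% in these data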
Target sequence (P62136 whole entry, looked up): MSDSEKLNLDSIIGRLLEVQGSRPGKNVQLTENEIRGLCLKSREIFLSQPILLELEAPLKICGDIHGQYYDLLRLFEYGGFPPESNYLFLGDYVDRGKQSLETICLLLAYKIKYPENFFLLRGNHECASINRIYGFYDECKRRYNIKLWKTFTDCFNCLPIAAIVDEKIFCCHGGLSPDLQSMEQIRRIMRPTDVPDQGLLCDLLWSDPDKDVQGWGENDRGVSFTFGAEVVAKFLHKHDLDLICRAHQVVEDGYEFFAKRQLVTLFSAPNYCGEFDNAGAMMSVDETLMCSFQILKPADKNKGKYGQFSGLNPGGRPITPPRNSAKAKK
HCV core dimer – blocks dimerization of HCV core protein; TR-FRET GST/Flag-core106 dimerization, 1536-well; inhibition, % at 5 µM; 0.33% of 300,000 active;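 active = inhibition above the mean of all tested compounds plus 3 SD, set per screening campaign, cut at about 45% in these data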
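test system = GST/Flag-tagged HCV core106 proteins | probe or stimulus = Eu donor and XL665 acceptor anti-tag antibodies | times = compound-protein-antibody incubation 4 h at 22.5 °C | signal = TR-FRET, excitation 340 nm, emission 617 and 671 nm | measure = percent inhibition of core106 dimerization signal | controls = wells lacking GST-core106 and wells with excess unlabelled core106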
The depositor's hits bear a star; nt = no result given.

SMILES	PAFAH2 inh	AHR activator	PP5 inh	procasp7 counter	TPT1 inh	CTSL1 counter	procasp3 activ	PP1 counter	HCV core dimer
NC(=O)c1cc(-c2ccccc2)nc(N2CCCCCC2)n1	1	20	2.3	-4	2	5	-16	1	5
COc1ccc2c(c1OC)C(=O)OC2Nc1nc(-c2ccc([N+](=O)[O-])cc2)cs1 (stereo not drawn)	-3	0	2.2	0	0	3	-9	-3	-3
Cc1cc(C)nc(-n2ncc3c2CC(c2cccc(Cl)c2)CC3=O)n1 (stereo not drawn)	0	10	1.9	3	0	-1	12	10	3
O=C(CCl)N(C/C=C/c1ccccc1)c1ccc2c(c1)OCCO2	6	13	3.5	1	0	10	5	7	8
O=C(Oc1c(-c2ccccc2)c(=O)n2c3c(cccc13)CC2)c1cccc([N+](=O)[O-])c1	nt	17	4.1	-2	-2	-4	-5	0	6
CN(CC(=O)NCCc1ccc(S(N)(=O)=O)cc1)Cc1c(F)cccc1Cl	-3	-2	0.5	2	-2	2	7	-2	-13
CCNC(=O)/C(C#N)=C/c1c(N2CCN(c3ccccc3)CC2)nc2c(C)cccn2c1=O	2	80*	3.1	4	-6	0	1	-4	18
COc1cccc(NC(=O)CCc2c(C)nn(-c3ccc(N4CCOCC4)nn3)c2C)c1	3	6	-1.8	-9	-4	2	6	-3	-5
CCSc1nnc(NS(=O)(=O)c2ccc(OC)cc2)s1	5	1	-1.4	4	-2	2	0	2	0
N=c1c2c(n(Cc3ccc(Cl)c(Cl)c3)c3c1CCC3)CCCC2	8	5	1.5	13	0	-1	-1	1	2
CCN(CC)S(=O)(=O)c1ccc(OC)c(NC(=O)/C=C/c2ccco2)c1	-3	2	1.1	-10	7	6	-4	1	0
CCOC(=O)c1[nH]c2ccc(OC)cc2c1NC(=S)N1CCN(c2ccc(F)cc2)CC1	11	22	1.7	-17	3	3	-9	0	-13
c1ccc(-c2nc(SCc3nc4ccccc4[nH]3)c3oc4ccccc4c3n2)cc1	-26	68*	nt	3	nt	nt	3	nt	nt
CC(C)CNC(=O)COC(=O)c1ccc([N+](=O)[O-])cc1Cl	15	1	0.6	8	0	-4	-3	-3	5
COCCNS(=O)(=O)c1cc(-c2nn(C)c(=O)c3ccccc23)ccc1C	10	2	-0.5	7	-3	4	5	-2	2
O=C(NNC(=O)c1cc2cc(Br)ccc2oc1=O)c1ccc(O)cc1	9	3	3.2	-6	1	-2	3	-7	5
Cc1cc(C)c2nc(SC3CCOC3=O)cc(C)c2c1 (stereo not drawn)	-3	-1	0.9	0	0	2	6	-2	12
NCCC(=O)NCCc1cnc[nH]1	-2	-1	1.0	8	-2	-1	4	-1	7
Cc1cc(C)c(NC(=S)N2CCN(c3ccc([N+](=O)[O-])cn3)CC2)cc1C	1	-3	4.5	-7	2	7	14	2	0
COc1cc(/C=N/NC(=O)c2ccc(O)cc2)ccc1Oc1ccc([N+](=O)[O-])cn1	-5	9	2.1	-1	-1	6	-1	-4	14
Cc1cccc2sc(N(CCN(C)C)C(=O)c3ccc4ccccc4c3)nc12	1	4	1.9	-4	-3	-3	1	-2	-10
COc1ccc(C(=O)NCC(c2ccco2)N2CCc3ccccc32)c(OC)c1 (stereo not drawn)	10	3	0.8	3	-1	1	0	1	4
COc1ccc(-c2csc(NC(=O)CN3C(=O)NC4(CCCC4)C3=O)n2)cc1	-15	-6	-2.4	-11	0	0	10	2	-1
Cc1nnc2ccc(-c3ccc(NS(C)(=O)=O)cc3)nn12	-2	-1	0.0	2	9	3	1	-3	-5
Cc1ccc(Cn2c(=N)n(CC(O)COc3ccccc3)c3ccccc32)cc1 (stereo not drawn)	-6	5	2.7	-12	-2	-1	-1	8	4
Cc1cc(S(=O)(=O)NCC2CC2)c(Cl)cc1Cl	-8	-3	-1.9	10	-2	-4	2	-3	9
CCCN1CCN(C(=O)C2CCN(S(=O)(=O)c3c(C)noc3/C=C/c3ccc(C)cc3)CC2)CC1	-2	1	4.1	6	0	2	2	2	-6
Cc1cccc(NS(=O)(=O)c2cccc3cccnc23)n1	-3	14	1.2	-7	-2	2	4	-6	1
O=C1CC(N2CCC(Cc3ccccc3)CC2)C(=O)N1CCc1ccccc1 (stereo not drawn)	-1	-1	3.0	-31	-1	-2	-20	-6	1
O=C(Nc1ccc2c(c1)OCO2)N1CCCc2ccccc21	-4	56*	-1.3	-35	-1	-1	-24	-2	-1
CCOC(=O)CSc1nc2ccc(NC(=O)CSc3nnnn3Cc3ccccc3)cc2s1	-3	1	3.8	-4	2	1	-7	10	3
CCN(CC)CCCNC(=O)COc1ccc2oc3c(c2c1)CCCC3	5	4	-1.2	-5	-2	-7	4	-1	1
CCC(=O)Nc1ccc(OCc2nc3ccccc3s2)cc1	14	58*	-3.2	-17	14	-14	-18	-3	1
O=c1ccnc(SCn2nnc3ccccc3c2=O)[nH]1	-2	6	1.1	7	3	-2	6	-3	-1
COC(=O)c1ccccc1Oc1nc(Cl)cc(OC)n1	6	0	-1.1	5	-4	-1	-7	1	-6
Cc1ccc(-c2cc(Cc3cccs3)c(=O)[nH]n2)cc1	-2	5	3.8	-12	0	0	3	1	11
Cc1cccc(NC(=S)NCC2CCCO2)c1 (stereo not drawn)	0	2	-1.0	5	1	-1	3	-1	-5
Cc1n[nH]c(C)c1CN(C)C(=O)C1CCC(=O)N(CCc2cccc(F)c2)C1 (stereo not drawn)	6	2	0.0	7	3	-9	-8	1	-7
CCC1(C)COC2(OC1)C(=O)Nc1ccccc12 (stereo not drawn)	5	2	1.8	11	-2	1	-15	6	-6
CC(=O)c1c2c3c(c(Br)ccc3n(C)c1=O)C(=O)c1ccccc1-2	-4	-3	2.7	-6	-11	14	-9	5	17
CC(=O)N1CCN(c2ccc(NC(=O)c3ccc(Cl)c([N+](=O)[O-])c3)cc2)CC1	0	-6	-2.3	7	-1	-8	-1	-3	1
COc1ccc(-n2c(SC3CCOC3=O)nc3ccccc32)cc1 (stereo not drawn)	-2	1	3.1	4	-1	0	6	-2	20
COC(=O)c1cc2occc2n1CC(=O)Nc1cc(OC)cc(OC)c1	9	2	2.2	4	-1	-5	9	-1	-3
Cc1cccc(C)c1NC(=O)CN(C)C(=O)C(c1ccccc1)c1ccccc1	-2	0	2.9	-2	-1	-1	7	-3	0
O=C(O)c1ccccc1/C=N/NC(=O)c1cc(-c2ccco2)nc2ccccc12	19	10	-1.1	-10	3	-1	-6	8	41

Entries above containing bromine:
SMILES	PAFAH2 inh	AHR activator	PP5 inh	procasp7 counter	TPT1 inh	CTSL1 counter	procasp3 activ	PP1 counter	HCV core dimer
O=C(NNC(=O)c1cc2cc(Br)ccc2oc1=O)c1ccc(O)cc1	9	3	3.2	-6	1	-2	3	-7	5
CC(=O)c1c2c3c(c(Br)ccc3n(C)c1=O)C(=O)c1ccccc1-2	-4	-3	2.7	-6	-11	14	-9	5	17

Looked up above.
PAFAH2 inh with `CCN(CC)CCCNC(=O)COc1ccc2oc3c(c2c1)CCCC3` stands at 5
procasp3 activ with `COc1ccc(-n2c(SC3CCOC3=O)nc3ccccc32)cc1` (stereo not drawn) stands at 6

(listing goes on)
SMILES	PAFAH2 inh	AHR activator	PP5 inh	procasp7 counter	TPT1 inh	CTSL1 counter	procasp3 activ	PP1 counter	HCV core dimer
CC(C)NC(=O)NC(=O)COC(=O)c1ccc(S(=O)(=O)Nc2ccccc2)cc1	10	-1	2.3	12	-2	-5	8	1	10
O=C(Nc1nc(-c2cc(Cl)sc2Cl)cs1)c1ccccc1	-17	-4	-0.3	7	1	0	-1	2	4
O=C(Cn1c(=O)oc2cc(S(=O)(=O)N3CCCC3)ccc21)N1CCc2ccccc2C1	1	2	-1.8	6	2	3	0	-5	-5
CCc1c(C(=O)NNC(=S)NCc2ccccc2)csc1C	2	0	3.6	-2	-4	5	-3	2	-8
COc1cc(CNc2ccc(C(=O)O)cc2)cc(Br)c1OCC(=O)NC(C)(C)C	2	-3	4.2	10	-1	-2	-3	1	-5
COc1ccc(C(=O)C(OC(=O)c2ccccc2Cl)c2ccccc2)cc1 (stereo not drawn)	-8	2	1.1	0	-2	-11	-7	4	7
COc1cc(NC(=O)c2ccc(Cl)cc2)c(Cl)cc1NC(=O)c1cccnc1	2	53*	0.6	-3	-1	-1	-2	1	4
COc1cccc(CNC(=O)CCC(=O)N2CC(C)Oc3ccccc32)c1OC (stereo not drawn)	4	2	0.7	11	1	0	-5	-4	10
COc1ccccc1NC(=O)CCCC(=O)OCC(F)(F)C(F)F	9	0	-1.1	10	5	-5	5	-5	-5
COCCCNC(=O)COc1ccc(S(=O)(=O)Nc2ccccc2)cc1	-3	-3	1.4	0	1	2	2	-4	-7
Cc1ccccc1CN1CCN(c2ccc(S(=O)(=O)N3CCCC3)cn2)CC1	7	0	2.8	3	nt	nt	6	-1	nt
CC(=O)N1c2ccccc2Oc2cc3ccccc3cc21	9	65*	1.7	0	-1	1	11	4	-6
COc1ccccc1CNC(=O)C1CC2Cn3c(nc4ccccc43)C2N1C (stereo not drawn)	3	0	0.6	-2	0	1	2	0	-11
COC(=O)CNC(=O)c1c(-c2ccccc2Cl)noc1C	1	0	2.3	-2	2	-2	4	0	6
O=C(CN1CCOCC1)N/N=C/C(Br)=C\c1ccccc1	7	3	-1.6	8	-1	2	-6	1	-1
CCOc1ccc(NC(=O)CC(NC(C)=O)c2ccccc2)cc1S(=O)(=O)N1CCCC1 (stereo not drawn)	-2	0	3.0	11	nt	nt	10	-2	nt
COc1ccc(N2CCN(C(=O)c3ccc4c(c3)NC(=O)C(CSCc3cccc(F)c3)N4)CC2)cc1 (stereo not drawn)	nt	0	3.2	-13	85*	1	-1	33*	34
COC(=O)c1ccc(N2CCOCC2)c(F)c1	2	-1	-0.9	1	-3	-2	3	-4	0
CC(=O)c1ccc(-n2cc(C#N)c(=O)[nH]c2=O)cc1	7	4	-1.3	2	2	2	-1	-2	-2
CCCCCCC(=O)N(O)C1CC(=O)N(Cc2ccccc2)C1=O (stereo not drawn)	-5	-1	-0.5	-7	0	4	-9	3	2
Cc1cccc(NC(=O)c2ccoc2C)n1	6	5	-1.3	1	-3	-1	6	-6	-1
Brc1ccc(-c2nn[nH]n2)cc1	1	0	3.6	-6	1	-1	6	-13	1
COc1ccc(-c2ccc(/C=C3/C(=N)N4C(C)=CSC4=NC3=O)o2)c([N+](=O)[O-])c1	11	30	1.2	-6	8	6	5	6	4
CCCN(CCC)S(=O)(=O)c1ccc(C(=O)Nc2cc3oc4ccccc4c3cc2OC)cc1	-6	17	0.6	1	-2	1	5	-3	3
Cc1cc(OCc2cc(C(=O)NC3CCC3)no2)cc(C)c1Cl	-7	-3	5.1	1	-2	1	6	5	-5
CC(SC1=Nc2ccccc2C2CC=NN12)C(=O)NC1(C#N)CCCCC1 (stereo not drawn)	-6	7	-1.5	-1	-5	0	5	6	-7
CCOc1c(Cl)cc(CNC(C)(C)CC(C)(C)C)cc1OC	1	1	-0.8	10	-1	6	-7	-1	-2

Compound activity as filed in PubChem BioAssay.

The order is random, and some 5.6% of all compounds hit somewhere here.
